Screening data (PubChem)
CTSL1 counter – cathepsin L1 inhibition, PFM18AAP counter-screen; recombinant F. hepatica cathepsin L1, Z-Leu-Arg-MCA fluorescence; inhibition, % at 5.96 µM; 300,000 tested, 0.49% active;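 active = inhibition above the mean of all tested compounds plus 3 SD, set per screening campaign, cut at about 17% in these data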;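 also: 0% = plate median of test compound wells and 100% = 1 µM Z-Phe-Ala-diazomethylketone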
core dimer inh – blocks dimerization of HCV core protein; TR-FRET GST/Flag-core106 dimerization, 1536-well; inhibition, % at 5 µM; 300,000 tested, 0.33% active;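 active = inhibition above the mean of all tested compounds plus 3 SD, set per screening campaign, cut at about 45% in these data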
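Assay system: Tagged HCV core106 pair (GST and Flag) | Buffer or medium: KF-containing HEPES buffer, pH 7.45, DTT, CHAPS, BSA | Also added: Eu donor and XL665 acceptor anti-tag antibodies | Dosing: One concentration, 5 µM, in 0.5% DMSO | Timing: 4 h at 22.5 °C | Technique: TR-FRET 671 and 617 nm emission | Repeats: Singlicate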
PAFAH2 FP inh – inhibitors of human PAFAH2; Q99487; recombinant PAFAH2, FP-rhodamine activity probe, fluorescence polarization; inhibition, % at 3.39 µM; 340,000 tested, 0.99% active; AID 492956;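 active = inhibition above the mean over all tested compounds plus 3 SD, cut at about 30% in these data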;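 also: inhibitors block probe labeling of enzyme so polarization drops; 0% = enzyme with DMSO and 100% = wells lacking PAFAH2 protein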
PP1 counter – counter-screen for PP5 inhibitors: inhibitors of human PP1-alpha | P62136 | purified PP1alpha, OMFP fluorescence | inhibition, % at 6.7 µM | 320,000 tested, 0.9% active | AID 2235;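 active = inhibition above the mean inhibition of all tested compounds plus 3 SD, computed separately for each screening campaign, cut at about 15% in these data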
proCasp7 act – counter-screen for procaspase-3 activators: activators of human procaspase-7 | P55210 | activation, % at 8.5 µM | 330,000 tested, 0.093% active | recombinant procaspase-7, Ac-DEVD-pNA absorbance 405 nm; D23A/D198A/D206A triple mutant, cannot self-cleave; scale: DMSO 0, 5 µM enzyme 100;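 active = percent activation above the screen-wide mean plus 3 SD, cut at about 25% in these data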
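Assay system – Uncleavable procaspase-7 mutant enzyme · Quantity – 2 µM procaspase-7 mutant as dispensed · Times – 1 h preincubation, 2 h reaction · Dosing – single nominal 8.5 µM compound dose, 0.8% DMSO final · Buffer or medium – Zinc-free 50 mM HEPES buffer, pH 7.4, with NaCl and Triton X-100 · Detection – Epi-absorbance of released pNA at 405 nm, two timepoints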
PP5 primary – inhibitors of human protein phosphatase 5 (PP5) | P53041 | inhibition, % at 6.7 µM | purified PP5c, OMFP substrate fluorescence | 320,000 tested, 0.18% active;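 active = inhibition above the campaign's mean inhibition across all tested compounds plus 3 SD, cut at about 9.5% in these data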;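 also: 0% = DMSO only and 100% = 100 µM cantharidin control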
Target sequence (P53041 whole entry, looked up): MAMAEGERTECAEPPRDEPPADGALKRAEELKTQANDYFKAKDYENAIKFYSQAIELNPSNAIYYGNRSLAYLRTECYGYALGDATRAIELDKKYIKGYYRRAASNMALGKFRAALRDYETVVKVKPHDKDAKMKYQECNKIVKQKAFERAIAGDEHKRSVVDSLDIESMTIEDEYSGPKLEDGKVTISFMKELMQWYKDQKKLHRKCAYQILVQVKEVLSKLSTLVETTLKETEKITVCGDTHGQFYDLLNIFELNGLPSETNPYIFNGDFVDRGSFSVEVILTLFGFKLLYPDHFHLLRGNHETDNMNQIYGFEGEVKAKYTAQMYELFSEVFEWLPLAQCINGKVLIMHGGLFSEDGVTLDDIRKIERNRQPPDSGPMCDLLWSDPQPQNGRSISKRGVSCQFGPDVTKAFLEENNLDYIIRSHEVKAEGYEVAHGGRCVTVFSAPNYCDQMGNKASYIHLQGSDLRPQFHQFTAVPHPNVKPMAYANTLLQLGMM
TPT1 inh – blocks Candida albicans tRNA 2'-phosphotransferase; recombinant caTPT1, FP RNA substrate dephosphorylation; inhibition, % at 5 µM; 300,000 tested, 0.81% active; AID 1962;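 active = inhibition above the mean of all tested compounds plus 3 SD, set per screening campaign, cut at about 24% in these data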;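 also: plate controls were DMSO alone for no effect and ferristatin control at 100 nM for full effect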
AHR activator – activates the human aryl hydrocarbon receptor; activation, % at 5 µM; 320,000 tested, 2.5% active; AHR-responsive luciferase reporter cells, luminescence; AID 2796; in the data active = activation above about 47%;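 also: 0% = vehicle wells and 100% = reference agonist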
procasp3 activ – activates human procaspase-3; P42574; activation, % at 8.5 µM; 330,000 tested, 0.11% active; AID 463141; recombinant procaspase-3 D3A, Ac-DEVD-pNA absorbance 405 nm;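 active = activation above the mean of all tested compounds plus 3 SD, cut at about 21% in these data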;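 also: 0% = DMSO alone and 100% = DMSO wells spiked with extra 5 µM PC-3 D3A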
Target sequence (P42574 whole entry D9A/D28A/D175A): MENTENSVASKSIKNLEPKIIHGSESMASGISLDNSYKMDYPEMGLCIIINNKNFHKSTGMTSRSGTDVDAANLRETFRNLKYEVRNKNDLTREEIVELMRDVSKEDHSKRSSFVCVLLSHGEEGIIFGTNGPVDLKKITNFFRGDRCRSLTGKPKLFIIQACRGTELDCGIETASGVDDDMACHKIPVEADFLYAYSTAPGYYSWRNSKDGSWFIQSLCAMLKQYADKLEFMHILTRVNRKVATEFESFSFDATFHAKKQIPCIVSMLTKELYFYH
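System: Procaspase-3 D3A mutant. Medium: Zinc-free 300 mM NaCl, 50 mM HEPES, 0.01% Triton X-100. Schedule: 1 h preincubation plus 2 h reaction at 25 °C. Measured by: 405 nm absorbance of p-nitroaniline, reads at 0 and 120 min. Read-out: percent activation relative to control range.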
* marks the source's active call; other numbers are inactive results; · = no result given.

Order of results: core dimer inh	AHR activator	proCasp7 act	PP5 primary	procasp3 activ	TPT1 inh	PP1 counter	PAFAH2 FP inh	CTSL1 counter
> CN(CCCNC(=O)C1CCC(=O)N1Cc1ccc(F)cc1)c1ccccc1 (configuration not stated)
→ 2	-2	3	-0.9	7	0	-4	2	0
> CCOC(=O)c1sc(NC(=O)C2CCCCC2)nc1C
→ 2	2	4	2.7	18	0	3	-2	5
> Cc1ccc(Cn2nnc3c(=O)n(Cc4ccccc4C)cnc32)cc1
→ 22	-2	1	3.2	2	-4	1	4	1
> COc1ccc(-c2csc(=Nc3ccccc3)n2CCO)cc1
→ 0	2	-11	2.0	-11	-4	-4	0	-1
> NC1=NC(=Nc2ccc(S(=O)(=O)N3CCOCC3)cc2)c2ccccc21
→ 7	0	-1	1.9	-3	1	-4	-2	5
> Cc1cc2c(C)cc(=O)oc2c2c1NCCC2
→ 5	-2	2	-2.5	-3	-4	1	-5	3
> CC(=O)Nc1ccc(NC(=O)CSc2nnc(NC(=O)C3CC(=O)N(c4ccccc4)C3)s2)cc1 (configuration not stated)
→ 0	-3	-2	1.9	7	-1	-1	-2	0
> COc1ccccc1OCc1ccc(C(=O)NC2CCCCC2)o1
→ 0	3	0	-2.5	-10	-2	0	-2	0
> C/C(=N/OC(=O)c1ccc(C(F)(F)F)cc1)c1oc(C)nc1C
→ -1	0	1	1.5	2	2	-5	1	1
> COc1ccc(Cl)cc1NC(=S)Nc1ccc(Cl)cn1
→ 9	13	4	-2.7	-3	-1	4	-5	6
> CCc1ccc(OCC(=O)OCC(=O)c2ccc3c(c2)NC(=O)CO3)cc1
→ 11	1	0	0.8	-1	2	1	1	-16
> CN(CCO)S(=O)(=O)c1ccc2c(c1)C(=NN)c1cc(S(=O)(=O)N(C)CCO)ccc1-2
→ -16	3	1	-0.3	-1	-6	-2	2	-1
> O=C1CC(/C=C/c2ccco2)=Nc2ccccc2N1
→ 58*	7	3	-0.5	-2	-4	11	7	4
> CCC1CCCCN1c1ccc([N+](=O)[O-])cc1/C=N/NC(=O)Cn1c2ccccc2c(=O)c2ccccc21 (configuration not stated)
→ 47*	0	3	2.0	8	2	0	-17	1
> COc1ccc(C2CC3(CC(C)(C)NC(=S)N3)Oc3cc(O)cc(C)c32)cc1 (configuration not stated)
→ 1	0	-4	-0.8	-6	-2	-2	3	8
> Cc1ccc(CN(C(=O)c2cc3ccccc3oc2=O)C2CCS(=O)(=O)C2)cc1 (configuration not stated)
→ -7	1	4	4.1	-7	4	-13	2	-4
> Cc1cc(C)cc(NC(=S)NCc2cccn2C)c1
→ 1	2	0	3.4	-7	5	7	2	-2
> CCC1(c2ccc(F)cc2)NC(=O)NC1=O (configuration not stated)
→ -3	-1	14	0.2	4	0	-4	-6	-1
> COc1ccc(NC(=O)CN(C)C(=O)C2=COCCO2)cc1
→ 6	-2	6	-2.2	-1	2	-2	9	-2
> C=CCNc1nc(C(=O)OCC(=O)c2ccc(OC)cc2OC)cs1
→ 0	-2	10	0.7	8	3	5	-3	-8

Laid out differently: 15 of the compounds above
compound	core dimer inh	AHR activator	proCasp7 act	PP5 primary	procasp3 activ	TPT1 inh	PP1 counter	PAFAH2 FP inh	CTSL1 counter
CN(CCCNC(=O)C1CCC(=O)N1Cc1ccc(F)cc1)c1ccccc1 (configuration not stated)	2	-2	3	-0.9	7	0	-4	2	0
CCOC(=O)c1sc(NC(=O)C2CCCCC2)nc1C	2	2	4	2.7	18	0	3	-2	5
Cc1ccc(Cn2nnc3c(=O)n(Cc4ccccc4C)cnc32)cc1	22	-2	1	3.2	2	-4	1	4	1
COc1ccc(-c2csc(=Nc3ccccc3)n2CCO)cc1	0	2	-11	2.0	-11	-4	-4	0	-1
NC1=NC(=Nc2ccc(S(=O)(=O)N3CCOCC3)cc2)c2ccccc21	7	0	-1	1.9	-3	1	-4	-2	5
Cc1cc2c(C)cc(=O)oc2c2c1NCCC2	5	-2	2	-2.5	-3	-4	1	-5	3
CC(=O)Nc1ccc(NC(=O)CSc2nnc(NC(=O)C3CC(=O)N(c4ccccc4)C3)s2)cc1 (configuration not stated)	0	-3	-2	1.9	7	-1	-1	-2	0
COc1ccccc1OCc1ccc(C(=O)NC2CCCCC2)o1	0	3	0	-2.5	-10	-2	0	-2	0
C/C(=N/OC(=O)c1ccc(C(F)(F)F)cc1)c1oc(C)nc1C	-1	0	1	1.5	2	2	-5	1	1
COc1ccc(Cl)cc1NC(=S)Nc1ccc(Cl)cn1	9	13	4	-2.7	-3	-1	4	-5	6
CCc1ccc(OCC(=O)OCC(=O)c2ccc3c(c2)NC(=O)CO3)cc1	11	1	0	0.8	-1	2	1	1	-16
CN(CCO)S(=O)(=O)c1ccc2c(c1)C(=NN)c1cc(S(=O)(=O)N(C)CCO)ccc1-2	-16	3	1	-0.3	-1	-6	-2	2	-1
O=C1CC(/C=C/c2ccco2)=Nc2ccccc2N1	58*	7	3	-0.5	-2	-4	11	7	4
CCC1CCCCN1c1ccc([N+](=O)[O-])cc1/C=N/NC(=O)Cn1c2ccccc2c(=O)c2ccccc21 (configuration not stated)	47*	0	3	2.0	8	2	0	-17	1
COc1ccc(C2CC3(CC(C)(C)NC(=S)N3)Oc3cc(O)cc(C)c32)cc1 (configuration not stated)	1	0	-4	-0.8	-6	-2	-2	3	8

(listing goes on)
Order of results: core dimer inh	AHR activator	proCasp7 act	PP5 primary	procasp3 activ	TPT1 inh	PP1 counter	PAFAH2 FP inh	CTSL1 counter
> O=C(COC(=O)Cc1ccc(Cl)cc1)NCc1ccc(F)cc1
→ ·	2	-5	1.6	4	·	-6	7	·
> COc1ccccc1Nc1nc(-c2sc(NC(=O)c3cccc(Cl)c3)nc2C)cs1
→ -20	32	-8	3.5	-11	11	4	·	0
> O=C(CCN1CCOCC1)NNC(=O)Nc1cccc([N+](=O)[O-])c1
→ -4	-5	5	5.5	-1	5	0	-3	-1
> CCOc1ccc(C(=O)NCc2ccco2)cc1Cl
→ -7	3	7	0.2	0	-2	-1	-2	1
> COc1cc(CNCc2ccc(Br)cc2)cc(OC)c1
→ -2	0	2	1.6	3	-1	-4	0	-4
> CCNC(=S)NNC(=O)c1ccc(S(=O)(=O)NCc2ccco2)cc1
→ ·	5	-9	·	-8	·	·	-6	·
> COC(=O)c1sc(C(F)(F)F)c(-c2ccccc2)c1S(=O)(=O)NC(C)(C)C
→ 3	-1	-4	2.5	-2	0	-6	2	-4
> O=C(Nc1ccc(C(F)(F)F)cc1)c1cccc(-n2cnnn2)c1
→ ·	102*	-8	3.8	7	·	0	1	·
> COc1cccc(-c2nc(N3CCC(C)CC3)c3ccccc3n2)c1O
→ 13	19	8	2.7	0	-2	2	-2	4
> N#Cc1nc(-c2ccccc2)oc1NCCCn1ccnc1
→ -2	99*	7	0.0	3	-6	-1	-2	3
> Cc1ccnc(N/N=C/c2ccccc2)n1
→ -3	16	2	0.5	-3	-3	-4	4	0
> COc1ccc(S(=O)(=O)N/N=C(/C)c2ccco2)cc1
→ -5	0	-4	3.6	-1	-3	-4	-8	1
> Cc1cccc(N=Nc2c(N)n[nH]c2-c2ccc(Cl)cc2)c1
→ -12	34	12	1.6	-13	3	0	5	7
> Cc1cc(NC(=O)CN2C(=O)/C(=C/c3cccc(Br)c3)SC2=S)no1
→ 15	0	-9	-2.9	-1	4	1	-11	0
> Cc1c(/C=C2\SC(=Nc3cccc(C(=O)O)c3)NC2=O)c2ccccc2n1C
→ -1	5	-7	-0.2	-4	12	3	4	1
> Cn1ccnc1SCC(=O)NC1(C#N)CCCCC1
→ -2	-1	2	1.2	7	1	-5	5	-1
> CCc1nc(CN(C)C(=O)C2CCC(=O)N(Cc3cccc(F)c3)C2)no1 (configuration not stated)
→ -1	-2	3	0.1	4	0	-4	-3	-5
> Cc1ccccc1-c1ccc(=O)n(CC(=O)Nc2ccc(S(=O)(=O)N(C)C)cc2)n1
→ 4	0	3	0.6	-3	4	1	2	1
> CCCCS/C(N)=N/N=C/c1cc(C)ccc1O
→ -2	4	1	8.4	-7	3	6	-1	0
> COc1ccc(-c2nnc3sc(-c4ccccc4OC)nn23)cc1
→ 7	-4	-8	1.3	-4	8	-2	7	-2
> O=C(CCN1C(=O)/C(=C/c2ccc3c(c2)OCO3)SC1=S)Nc1ccccc1
→ -1	-2	-4	2.1	0	-1	-4	4	0
> COc1ccc(Cl)cc1NC(=O)Cn1c(NCCO)nc2ccccc21
→ 4	2	9	-0.4	5	0	-7	1	-3
> O=CN1CCN(C(=O)c2ccc(-c3nc4ccccc4s3)s2)CC1
→ 1	20	2	0.3	1	1	2	-3	26*
> COc1cc(C(CC(=O)N2CCOCC2)c2c(OC)cc(OC)c3ccc(=O)oc23)cc(OC)c1OC (configuration not stated)
→ -7	2	5	1.0	-1	-1	-1	-4	-1
> CCc1nc(N2CCN(C(=O)c3ccco3)CC2)c(C#N)c2c1COC(C)(C)C2
→ 0	-3	-6	2.4	1	0	-1	2	1
> COc1ccccc1-c1cc(C(=O)NCCCn2ccnc2)no1
→ -5	13	4	-1.1	2	-5	-2	-3	0
> CCCN1C2CCCC1CC(NC(=O)c1ccc(F)cc1)C2 (configuration not stated)
→ -7	3	6	0.2	14	-2	-3	9	4
> Cc1ccc(NC(=O)c2ccc(=O)n(CC(=O)Nc3ccccc3)n2)cc1
→ 10	4	4	2.7	5	3	-5	-6	-4
> CCOC(=O)C1=C(CC)OC(N)=C(C#N)C1c1ccsc1 (configuration not stated)
→ 3	5	10	2.3	3	1	-2	-2	-12
> CCN1CCN(c2ccc(NC(=O)c3ccc4c(c3)OCO4)cc2)CC1
→ 0	4	4	2.0	1	0	-2	-9	-4
> N#CC(c1ccncc1)(c1ncc(C(F)(F)F)cc1Cl)N1CCOCC1 (configuration not stated)
→ -1	-3	-8	1.9	-8	-4	1	-6	1
> CC(C)CC(NC(=O)/C(=C\c1ccco1)NC(=O)c1ccco1)C(=O)O (configuration not stated)
→ -11	1	0	1.3	-8	-7	1	0	38*
> Cc1ccc(NC(=O)CSc2nnc(-c3ccncc3)o2)cc1C
→ 0	3	5	0.0	3	0	-1	·	-3
> C/C(CCc1ccco1)=N/NC(=O)CCC(=O)Nc1ccc(Br)cc1
→ 15	14	-3	2.4	8	-1	-1	-7	-10
> COc1ccc(CC(=O)Nc2ccc3nc(SC)sc3c2)cc1OC
→ -11	9	9	1.5	6	-2	0	-1	2
> O=C(CNC(=S)N(CCCN1CCOCC1)Cc1cccs1)NCc1ccc(Cl)cc1
→ -2	2	2	1.0	1	-4	1	48*	-2
